HCV core dimer = blocks dimerization of HCV core protein | TR-FRET GST/Flag-core106 dimerization, 1536-well | inhibition, % at 5 µM | 0.33% of 300,000 active | AID 1899;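 active means inhibition above the mean of all tested compounds plus 3 SD, set per screening campaign, cut at about 45% in these data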
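Assay system: GST-tagged and Flag-tagged HCV core protein residues 1-106 / Times: compound-protein-antibody incubation 4 h at 22.5 °C / Signal: time-resolved FRET, ex 340 nm, em 617 and 671 nm / Evaluation: % inhibition based on acceptor/donor emission ratio / Benchmarks: wells lacking GST-core106 and wells with excess unlabelled core106 / Repeats: singlicate, one well per compound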
EBNA-1 inhibitor = blocks EBNA-1 binding to DNA; 0.34% of 300,000 active; inhibition, % at 14.8 µM; AID 1950; EBNA-1 DNA binding, fluorescence polarization; in the data active means inhibition above about 28%
PP1 counter = blocks human PP1-alpha phosphatase, a PP5 counter-screen. P62136. purified PP1alpha, OMFP fluorescence. inhibition, % at 6.7 µM. 0.9% of 320,000 active;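 active means inhibition above the mean inhibition of all tested compounds plus 3 SD, computed separately for each screening campaign, cut at about 15% in these data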
ZTA counter = blocks Epstein-Barr virus ZTA, an EBNA-1 counter-screen. P03206. inhibition, % at 11 µM. ZTA-DNA binding, fluorescence polarization. 0.15% of 320,000 active; in the data active means inhibition above about 33%
Target sequence (P03206 whole entry, looked up): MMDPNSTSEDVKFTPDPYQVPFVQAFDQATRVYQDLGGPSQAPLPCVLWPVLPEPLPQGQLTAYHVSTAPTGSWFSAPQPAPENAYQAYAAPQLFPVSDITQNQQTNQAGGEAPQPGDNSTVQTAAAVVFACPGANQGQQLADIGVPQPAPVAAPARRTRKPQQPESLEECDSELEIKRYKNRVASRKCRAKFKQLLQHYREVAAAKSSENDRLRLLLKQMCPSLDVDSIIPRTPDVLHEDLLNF
PP5 inh = blocks human protein phosphatase 5 activity; P53041; purified PP5c, OMFP substrate fluorescence; inhibition, % at 6.7 µM; 0.18% of 320,000 active; AID 1987;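 active means inhibition above the campaign's mean inhibition across all tested compounds plus 3 SD, cut at about 9.5% in these data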;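 further: 0% = DMSO only and 100% = 100 µM cantharidin control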
PREPL inh = inhibitors of human prolyl oligopeptidase-like enzyme PREPL. Q4J6C6. recombinant PREPL, fluorescence polarization activity-based probe. inhibition, % at 5.96 µM. 0.68% of 320,000 active; in the data active means inhibition above about 43%;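 further: 0% = enzyme with DMSO and 100% = wells lacking enzyme; many of its hits are not listed in these tables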
Target sequence (Q4J6C6 whole entry, looked up): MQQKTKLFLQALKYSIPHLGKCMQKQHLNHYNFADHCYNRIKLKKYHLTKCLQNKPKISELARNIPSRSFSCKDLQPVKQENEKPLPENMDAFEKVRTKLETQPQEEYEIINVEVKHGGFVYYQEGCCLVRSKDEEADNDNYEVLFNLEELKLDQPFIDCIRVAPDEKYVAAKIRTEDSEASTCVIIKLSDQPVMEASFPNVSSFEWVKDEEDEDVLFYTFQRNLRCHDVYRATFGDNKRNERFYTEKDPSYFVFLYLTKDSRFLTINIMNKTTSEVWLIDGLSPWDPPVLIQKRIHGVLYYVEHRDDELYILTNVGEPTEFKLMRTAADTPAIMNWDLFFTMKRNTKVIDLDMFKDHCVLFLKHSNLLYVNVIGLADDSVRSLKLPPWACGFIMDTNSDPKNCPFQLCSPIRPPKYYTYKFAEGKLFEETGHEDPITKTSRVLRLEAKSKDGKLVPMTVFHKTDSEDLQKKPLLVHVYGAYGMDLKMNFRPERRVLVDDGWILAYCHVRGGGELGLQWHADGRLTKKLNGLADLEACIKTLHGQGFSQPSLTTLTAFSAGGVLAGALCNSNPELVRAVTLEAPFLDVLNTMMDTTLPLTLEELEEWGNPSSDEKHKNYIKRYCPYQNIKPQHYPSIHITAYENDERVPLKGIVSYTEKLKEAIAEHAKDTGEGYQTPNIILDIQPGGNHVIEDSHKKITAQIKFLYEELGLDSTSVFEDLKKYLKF
CTSL1 counter = cathepsin L1 inhibition, PFM18AAP counter-screen; 0.49% of 300,000 active; inhibition, % at 5.96 µM; recombinant F. hepatica cathepsin L1, Z-Leu-Arg-MCA fluorescence; AID 1906;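 active means inhibition above the mean of all tested compounds plus 3 SD, set per screening campaign, cut at about 17% in these data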;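 further: 0% = plate median of test compound wells and 100% = 1 µM Z-Phe-Ala-diazomethylketone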
TPT1 inhibitor = inhibitors of Candida albicans tRNA 2'-phosphotransferase TPT1 | recombinant caTPT1, FP RNA substrate dephosphorylation | inhibition, % at 5 µM | 0.81% of 300,000 active;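 active means inhibition above the mean of all tested compounds plus 3 SD, set per screening campaign, cut at about 24% in these data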;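 further: plate controls were DMSO alone for no effect and ferristatin control at 100 nM for full effect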
Efflux pump mplx = blocks antifungal efflux pumps in multiplex yeast assay; AID 485275; inhibition, % at 10 µM; S. cerevisiae Candida pump triplex, Nile Red efflux; 0.44% of 330,000 active;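 active means plate passing quality check with inhibition over a set limit, or well fluorescence over plate mean plus 4 SD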;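 further: Nile Red retained in pooled yeast measured as flow cytometry median fluorescence; 0% = buffer negative control and 100% = Enniatin B positive control; higher means more Nile Red kept so more efflux inhibition; some compounds called inactive have numbers as strong as hits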
An asterisk follows results filed as active; / = not tested or not shown. An excerpt, so the mix of outcomes need not match the whole.

Results follow in this order: HCV core dimer	EBNA-1 inhibitor	PP1 counter	ZTA counter	PP5 inh	PREPL inh	CTSL1 counter	TPT1 inhibitor	Efflux pump mplx
O=C(Cn1cnc2ccccc21)N/N=C/c1ccccn1
 : -6.5	-6.9	-1.6	-12.4	1.6	18.2	-2.3	-5.1	-0.1
Cn1c(=O)c2c(nc(NCc3ccco3)n2CCc2ccccc2)n(C)c1=O
 : -2.0	4.3	-0.3	16.1	0.7	0.5	-2.0	2.4	0.0
Cc1ccccc1-c1nc(CS(=O)CC(=O)NC2CCCC2)c(C)o1 (stereo not given)
 : 4.2	-1.6	2.2	9.3	-0.6	-2.3	-5.0	-2.1	0.0
CCN1C(=O)N[C@@H](c2ccco2)C(C(C)=O)=C1C
 : -15.4	2.4	-3.4	7.4	2.5	9.6	-3.9	-2.4	0.1
CCN(CC(=O)NC1CCS(=O)(=O)C1)c1ccc([N+](=O)[O-])cc1C#N (stereo not given)
 : /	/	-5.7	17.6	0.3	7.0	/	/	-0.1
O=C(OCc1ccc(Br)cc1)c1cnc(Cl)c(Cl)c1
 : -9.7	-11.0	0.8	-1.0	1.4	12.1	3.3	-3.1	-0.1
O=C(CN1C(=O)c2ccccc2C1=O)NC1CCCCC1
 : -3.9	2.4	3.1	7.1	0.5	7.3	0.7	4.4	0.1
CC1(C)CC(=O)C(C2C3=C(CC(C)(C)CC3=O)OC3=C2C(=O)CC(C)(C)C3)=C(O)C1
 : 1.3	5.0	-0.9	1.9	1.5	-5.0	-0.9	-3.1	0.0
Cc1cc(C)n(-c2ccc3cccc(NS(C)(=O)=O)c3n2)n1
 : 5.3	-5.9	-2.4	-10.6	4.1	-0.6	4.2	0.0	0.1
COc1ccc(C)cc1S(=O)(=O)n1cnc2ccccc21
 : 10.3	14.0	-2.2	18.8	-3.3	-0.8	-1.6	2.3	0.0
CCOC(=O)c1c(C)[nH]c(C)c1C(=O)COC(=O)CNC(=O)C1CCCCC1
 : 3.5	6.2	-4.1	6.3	1.0	6.8	54.3*	-1.4	-0.1
Cc1cccc(C2(c3cccc(C)c3)CC2C(=O)NCC2CCCO2)c1 (stereo not given)
 : 6.8	5.3	2.0	2.0	3.1	-2.7	-0.5	1.0	-0.1
CCOc1ccc(NC(=O)CSc2nnc(Cn3cnc([N+](=O)[O-])n3)n2C)cc1
 : 0.4	1.0	-0.5	-2.0	0.8	7.0	-1.0	0.7	0.4
Cn1c2ccccc2c2n[nH]c(=S)nc21
 : -3.6	-15.6	-3.0	-13.6	3.2	9.2	2.2	3.5	0.1
Cc1ccc(-c2csnn2)cc1
 : -16.8	-0.2	-5.4	-0.8	1.3	0.2	7.6	-0.1	0.0
O=C(O)CCC(=O)Nc1ccc(S(=O)(=O)Nc2nccs2)cc1
 : 5.8	8.2	0.8	6.6	-0.4	-0.2	-1.3	-5.1	0.0
CCOc1cc(C(=O)Nc2ccccc2N2CCN(S(C)(=O)=O)CC2)cc(OCC)c1OCC
 : 3.0	-3.3	1.2	-7.0	1.4	3.9	-0.5	-2.8	0.1
Cc1ccc(S(=O)(=O)NCC(=O)OCc2ccccc2Br)cc1
 : 3.1	-9.4	3.2	1.1	4.3	-59.7	-69.0	-3.6	0.2
CCN(CC)CC(C)OC(=O)c1cc(OC)c(OC)c(OC)c1 (stereo not given)
 : 0.1	11.4	1.4	16.0	-0.4	1.2	-1.7	-1.9	-0.1
CCc1ccc(C(C(=O)NCCOC)N(C(=O)Cn2nnc3ccccc32)c2cccnc2)cc1 (stereo not given)
 : -7.8	-3.7	-1.4	9.9	-0.8	5.0	3.0	-1.2	0.0
COc1cccc(CN(C)C(=O)C2CCN(S(=O)(=O)c3ccc(C)cc3)CC2)c1OC
 : /	/	-1.9	0.3	1.9	10.6	/	/	-0.1
O=C(COC(=O)c1ccccn1)Nc1ncc(C(F)(F)F)cc1Cl
 : 6.8	-3.4	-4.2	-8.4	1.8	-7.0	-5.4	-2.5	-0.1
O=C1OC(NCc2cccnc2)(c2ccc(Cl)cc2)c2ccccc21 (stereo not given)
 : -0.6	-0.2	-3.6	9.1	1.1	4.3	-5.7	3.7	-0.2
C=CCc1cc(Cl)ccc1OCCN1CC(C)OC(C)C1 (stereo not given)
 : -6.4	7.7	-0.8	-13.1	1.7	12.2	3.5	-4.0	-0.1
NS(=O)(=O)c1ccc(NC(=O)COC(=O)COc2ccc(Cl)cc2)cc1
 : -2.6	6.2	-3.0	7.9	1.2	4.7	-16.8	-0.2	-0.1
COc1ccc(-c2noc(N3CCC(C(=O)NCc4ccccc4Cl)CC3)n2)cc1
 : 14.0	4.5	0.0	17.2	-0.3	-3.2	3.6	2.6	-0.3
Cc1cccc(OCC(=O)Nc2ccc(N3CCN(S(C)(=O)=O)CC3)cc2)c1C
 : 8.9	16.9	-1.9	-1.3	3.7	15.4	0.3	-0.8	-0.1
COc1cccc(NC(=O)CN(c2cccc(F)c2)S(C)(=O)=O)c1
 : -1.3	2.6	-5.1	5.7	1.2	-4.1	3.1	-1.0	0.0
COc1ccccc1N1CC(C)(C)C(=O)N(C(=O)c2c(F)cccc2Cl)C1=S
 : 2.5	0.8	2.7	6.4	1.7	-1.5	1.1	0.9	0.1
COc1ccc(-c2cc3nc(C)cc(C)n3n2)cc1
 : 3.4	-13.2	-5.5	-12.5	3.7	8.3	4.0	-3.5	0.3

Molecules from the list above that have bromine (2):
Results follow in this order: HCV core dimer	EBNA-1 inhibitor	PP1 counter	ZTA counter	PP5 inh	PREPL inh	CTSL1 counter	TPT1 inhibitor	Efflux pump mplx
O=C(OCc1ccc(Br)cc1)c1cnc(Cl)c(Cl)c1
 : -9.7	-11.0	0.8	-1.0	1.4	12.1	3.3	-3.1	-0.1
Cc1ccc(S(=O)(=O)NCC(=O)OCc2ccccc2Br)cc1
 : 3.1	-9.4	3.2	1.1	4.3	-59.7	-69.0	-3.6	0.2

Next section:
Results follow in this order: HCV core dimer	EBNA-1 inhibitor	PP1 counter	ZTA counter	PP5 inh	PREPL inh	CTSL1 counter	TPT1 inhibitor	Efflux pump mplx
COc1cccc(CC2(CO)CCCN(Cc3ccc(OC(F)F)cc3)C2)c1 (stereo not given)
 : -1.4	2.3	1.9	-7.7	3.8	11.2	0.6	2.5	-0.1
O=C(NCCC(=O)N1CCC2(CC1)NCCc1[nH]cnc12)c1ccc(F)c(F)c1
 : 8.4	6.3	-3.6	-1.4	0.5	-4.5	0.8	3.9	0.2
CC[C@@]12C(=O)N(c3ccc(C)cc3)C(=O)N1[C@H](c1ccc(Br)cc1)[C@@H]1C(=O)N(C(C)(C)C)C(=O)[C@@H]12
 : 2.4	-5.2	0.7	-4.3	4.7	-6.0	4.0	0.8	0.0
COc1cc(C(=O)NCC(=O)N/N=C/c2ccc(OC(=O)c3ccco3)cc2)cc(OC)c1OC
 : 1.7	-15.0	-1.6	-4.8	-1.1	32.4	-1.1	-1.9	0.2
O=C(CN1CC(=O)Nc2ccccc21)NCCc1ccc(Cl)cc1Cl
 : 3.9	-8.7	-3.5	12.2	1.0	23.4	0.1	12.4	0.7
CC1=CC(=O)[C@H]2C(C)(C)CCC[C@]2(C)[C@@]1(O)CO
 : -0.3	8.6	-3.0	-4.9	1.1	-0.6	49.3*	0.0	-0.2
Cc1ccc(S(=O)(=O)N2CCCCC2)cc1C(=O)NCCC1=CCCCC1
 : 3.1	2.3	-2.1	9.7	-0.8	7.4	1.8	0.8	-0.1
Cc1coc2cc3oc(=O)c(CC(=O)N[C@@H](CC(C)C)C(=O)O)c(C)c3cc12
 : -6.8	6.7	-2.6	3.6	-2.2	3.8	9.9	-3.0	0.1
COc1ccc(S(=O)(=O)NCC2CCCN(Cc3ccccc3Cl)C2)cc1 (stereo not given)
 : 3.5	-1.1	-0.1	-14.7	0.6	-7.4	3.8	1.2	0.1
COc1cccc2cc(C(=O)OC(C)C(=O)c3ccc(C)cc3)c(=O)oc12 (stereo not given)
 : -1.7	-2.4	-3.0	10.5	3.7	-10.4	-7.1	-0.5	0.2
COc1ccc(CCC(=O)N2CCCC(Nc3ccccc3)C2)cc1OC (stereo not given)
 : -9.2	-1.1	1.1	-0.7	0.5	1.8	0.8	-0.7	0.6
Cc1ccc(CCN2C(=O)CCC2(C)C(=O)NC2CCCC2)cc1 (stereo not given)
 : 3.6	1.7	-0.9	-4.7	-1.8	26.5	3.8	0.5	0.0
O=C(NCc1cccc(Cl)c1)C1CCC(=O)N(C2CC2)C1 (stereo not given)
 : -6.9	-15.6	0.8	-6.5	2.3	1.8	-1.9	1.4	0.3
COC(=O)c1c(-c2ccccc2)csc1N1C(=O)Nc2ccccc2N1O
 : 9.2	0.3	-1.9	10.6	2.4	16.4	2.2	0.4	0.1
O=P(O)(O)c1ccccc1OCCCCCOc1ccccc1P(=O)(O)O
 : 0.6	13.5	2.0	9.1	-1.3	-1.3	-3.7	-0.8	0.0
O=[N+]([O-])c1ccc2c(c1)C(O)n1ncnc1S2 (stereo not given)
 : -3.1	-6.1	2.3	1.6	2.6	4.1	-2.5	7.4	0.2
COc1ccc(C(=O)Nc2cccc(C(C)=O)c2)cc1OC
 : -3.0	-0.2	-2.6	-9.6	2.8	14.5	0.2	-0.9	-0.1
COc1ccccc1NC(=O)CSc1nnc(CCNC(=O)c2ccc(C)cc2)n1C
 : -4.2	9.1	1.3	-5.0	1.4	10.0	-1.6	-1.5	-0.2
CCc1ccc(NC(=O)CS(=O)CC(=O)NCC2OCCc3ccccc32)cc1 (stereo not given)
 : -0.2	-4.3	-4.4	6.8	3.4	2.8	0.5	-2.2	0.3
COc1cc2cc(C(c3nnnn3C3CCCC3)N3CCCCCC3)c(=O)[nH]c2cc1OC (stereo not given)
 : -0.7	-13.4	-1.0	-15.1	7.3	20.7	3.0	9.5	0.2
COc1ccc(C(CC(=O)O)NC(=O)OC(C)(C)C)cc1 (stereo not given)
 : -2.5	1.1	-3.0	11.0	-0.6	-4.0	0.9	1.4	-0.1
COc1ccc(C(=O)Nc2ccc(S(=O)(=O)Nc3cc(C)nc(C)n3)cc2)cc1
 : -2.2	3.6	3.8	-11.2	-2.4	9.1	1.9	-0.6	-0.2
COc1cc(OC)cc(C(=O)NCCSC2CCCCC2)c1
 : 3.1	-3.9	-2.0	1.7	-0.5	-0.3	1.4	-2.4	0.3
Cc1cc(C(=O)CSc2nnnn2C)c(C)n1Cc1ccco1
 : 2.1	8.0	0.9	12.7	0.3	-3.3	1.6	-3.8	0.0
